Compound activity: PubChem, Sanford-Burnham Center for Chemical Genomics
NTR1 agonist = agonists of NTR1, primary screen, imaging, U2OS cells, beta-arrestin-GFP, high content (AID 493036). activation, % at 20 µM. actives 0.17% (n = 330,000). NTR1-U2OS beta-arrestin-GFP spot imaging, agonist mode. Neurotensin receptor type 1 (Homo sapiens), P30989;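 active = activation at or above 40% of the spot to cytoplasm intensity ratio, with at least 20 cells analyzed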;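 also: 0% = DMSO without peptide and 100% = 100 nM NTR1 peptide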
Target sequence (P30989 whole entry, looked up): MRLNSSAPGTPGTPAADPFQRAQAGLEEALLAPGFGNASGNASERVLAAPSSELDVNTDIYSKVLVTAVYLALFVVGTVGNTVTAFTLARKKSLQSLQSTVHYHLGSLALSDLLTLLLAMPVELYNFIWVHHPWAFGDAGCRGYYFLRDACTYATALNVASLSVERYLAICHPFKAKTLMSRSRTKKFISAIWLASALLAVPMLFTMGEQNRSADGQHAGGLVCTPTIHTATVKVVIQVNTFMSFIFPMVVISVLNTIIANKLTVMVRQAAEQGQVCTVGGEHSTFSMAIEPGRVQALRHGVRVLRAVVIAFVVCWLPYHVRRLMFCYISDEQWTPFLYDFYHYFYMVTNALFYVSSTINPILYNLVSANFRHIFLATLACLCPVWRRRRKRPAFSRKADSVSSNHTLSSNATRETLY
NTR1 agonist cell count 20 µM = further read-out of NTR1 agonist, marked with its call; cell count; measured here: cell count, cytotoxicity flag
An asterisk follows results filed as active.

SMILES	NTR1 agonist	NTR1 agonist cell count 20 µM
CCN1C(=O)[C@H]2[C@H]3CN=C(SCc4ccc(C)cc4)N3[C@@](C)(C(=O)OC)[C@H]2C1=O	-0.6	36
CCC1(CC)NC(=O)N(CC(=O)OCC(=O)c2cc(C)c(C)cc2C)C1=O	1.2	65
CCN(Cc1nc2ccccc2c(=O)[nH]1)C(=O)COc1ccccc1Cc1ccccc1	5.3	54
Cc1ccc(S(=O)(=O)N2C[C@@H]3[C@H]4CC[C@H](C4)[C@@H]3[C@@H](C)[C@@H]2c2ccn([Si](C(C)C)(C(C)C)C(C)C)c2)cc1	-0.6	48
CCOC(=O)C1CCN(CC(O)COc2ccc(S(=O)(=O)N3CCCC3)cc2[N+](=O)[O-])CC1 (stereo not drawn)	-1.3	51
CC(=O)Nc1ccc(NC(=O)c2cc(C3CC3)nc3c2cnn3C(C)C)cc1	1.5	52
Cc1ccc(-n2c(SCC(=O)c3c(N)n(C4CC4)c(=O)[nH]c3=O)nnc2N2CCOCC2)cc1	0.0	47
Cc1ccc(S(=O)(=O)N2CCN(CC(=O)NCC3(N4CCOCC4)CCCCC3)CC2)cc1	-0.4	61
O=C(CN1C(=O)NC(c2ccccc2)(c2ccccc2)C1=O)NCc1cccs1	2.0	46
CCOc1ccc(S(=O)(=O)N2CCOCC2)cc1NC(=O)CCOc1ccc(C(C)(C)C)cc1	6.4	66
NS(=O)(=O)c1ccc(CNC(=O)c2cc(S(=O)(=O)N3CCOCC3)c(Cl)cc2Cl)cc1	0.2	57
COc1ccc(CC(=O)N[C@@H]2c3cc(OC)c(OC)cc3C[C@H]2O)cc1	4.3	51
CC(C)(C)c1nc2c(s1)CCc1onc(-c3ccc(Cl)cc3)c1-2	2.8	105
O=C1[C@H]2CCC=C[C@H]2[C@H](c2ccccc2Br)N1Cc1ccccc1	8.4	60
COc1ccc(S(=O)(=O)N2CCOCC2)cc1NC(=O)/C=C/c1ccc(F)cc1	3.8	44
COc1ccc(CC(=O)N[C@@H]2c3ccccc3CC[C@H]2OCc2ccccc2)cc1	2.8	66
CCCc1ccc(NC(C)C(=O)Nc2ccc(S(=O)(=O)N3CCOCC3)cc2)cc1 (stereo not drawn)	2.4	65
COC(=O)[C@@]1(C)[C@H]2C(=O)N(C)C(=O)[C@H]2[C@H]2CN=C(SCc3ccc(C#N)cc3)N21	0.8	66
Cc1ccccc1Nc1nc(N)nc(COC(=O)CCS(=O)(=O)c2ccc(Cl)cc2)n1	-0.4	54
O=C(COC(=O)/C=C/c1ccccc1)NC1CCCCCC1	2.1	74

The closing 3 compounds of the part before lead into the next:
SMILES	NTR1 agonist	NTR1 agonist cell count 20 µM
COC(=O)[C@@]1(C)[C@H]2C(=O)N(C)C(=O)[C@H]2[C@H]2CN=C(SCc3ccc(C#N)cc3)N21	0.8	66
Cc1ccccc1Nc1nc(N)nc(COC(=O)CCS(=O)(=O)c2ccc(Cl)cc2)n1	-0.4	54
O=C(COC(=O)/C=C/c1ccccc1)NC1CCCCCC1	2.1	74
CN(C)C(=O)CCc1ccc2c3c([nH]c2c1)[C@]1(C)[C@@H](C(=O)N2CCCCC2)C[C@H](CC(=O)NCc2ccco2)C(=O)N1CC3	1.5	60
CC1CC(C)CN(C(=O)c2cccc(S(=O)(=O)N3c4ccccc4CC3C)c2)C1 (stereo not drawn)	3.8	56
COc1cc2c(cc1OC)[C@@H](NC(=O)CCc1ccccc1)[C@H](OCc1ccccc1)C2	1.8	59
CCOC(=O)C1(CC)Oc2ccccc2C(c2ccc(OC)cc2)=C1C(=O)OC (stereo not drawn)	5.4	52
COc1ccc(NC(=O)CN2C(=O)c3ccccc3S2(=O)=O)cc1S(=O)(=O)N1CCOCC1	-0.1	65
COc1ccc(CNC(=O)CN2CCN(S(=O)(=O)c3cc(Br)ccc3Br)CC2)cc1OC	3.1	56
O=C(C[C@H]1C[C@H](C(=O)N2CCCCC2)[C@@]2(CCc3ccccc3)c3[nH]c4cc(-c5ccco5)ccc4c3CCN2C1=O)NCc1cccc(C(F)(F)F)c1	3.5	46
Cc1csc(NC(=O)C2CCN(S(=O)(=O)c3ccccc3)CC2)n1	-0.4	41
COc1ccc(-c2noc(CCC(=O)N3CCN(c4ccc(F)cc4)CC3)n2)cc1	2.8	64
Cc1ccc(NS(=O)(=O)c2ccc(Cl)nc2)c(C)c1	-0.4	67
O=C(NCCC(=O)N1CCN(S(=O)(=O)c2ccc(Cl)cc2)CC1)Nc1ccccc1	0.0	95
Cc1cccc(OCc2nnc(SCC(=O)N(C)C3CCCCC3)o2)c1	1.4	60
CCOC(=O)c1c(C)[nH]c(C(=O)COC(=O)C2CC2)c1C	-0.8	52
COc1ccc(NC(=O)COc2cccc3c2OC(C)(C)C3)c(OC)c1	2.6	71
CCN([C@H](CO)CC(C)C)S(=O)(=O)c1ccccc1	-0.8	68
COc1ccc(-c2noc(CCC(=O)N3CCN(c4ccccc4Cl)CC3)n2)cc1	3.6	48
C[C@@H]1C(c2cccc(Cl)c2)=NN(c2ccccc2)[C@H]1C(=O)N1CCOC1=O	6.6	55
COc1cc(/C=N/NC(=O)c2ccccc2NS(=O)(=O)c2cccs2)ccc1O	-0.2	61
COc1cccc(CN(C)S(=O)(=O)c2c(C)noc2C)c1OC	-0.2	70
O=C(COC(=O)c1cccc(S(=O)(=O)N2CCCCCC2)c1)Nc1ccccc1	1.2	66
CCOC(=O)c1ccc(-c2c(C)cc3oc(=O)cc(-c4ccccc4)c3c2C)cc1	3.6	78
COc1ccc(OCC(=O)Nc2cc(S(=O)(=O)N3CCCC3)ccc2Cl)cc1	-0.7	59
CCN(CC(=O)Nc1ccccc1C(F)(F)F)C(=O)c1ccc2c(c1)NC(=O)CS2	-0.2	47
Cc1ccc(S(=O)(=O)N2CCOCC2)cc1C(=O)OCC(=O)NC1CCCCC1	-1.2	70
CCC(CC)NC(=O)CN1CCN(S(=O)(=O)c2cccs2)CC1	-0.1	76
CC(C)(C)NC(=O)C[C@H]1C[C@H](C(=O)N2CCCCC2)[C@@]2(C)c3[nH]c4cc(-c5ccco5)ccc4c3CCN2C1=O	1.3	60
COc1ccc(CC(=O)OCC(=O)Nc2ccc(F)cc2)cc1	-0.1	68
CC(c1ccccc1)N1C(=O)OC(C)(C)C1(C)O (stereo not drawn)	-0.2	50
CCOc1ccc(C(=O)CCC(=O)Nc2ccc(C)c(S(=O)(=O)N3CCCCC3)c2)cc1	1.2	53
CC1(NC(=O)c2cccc(S(=O)(=O)N3CCCc4ccccc43)c2)CCS(=O)(=O)C1 (stereo not drawn)	-1.2	64
O=C(OCC(=O)N1CCc2ccccc21)c1cc(S(=O)(=O)N2CCOCC2)ccc1F	22	62
C[C@]12c3[nH]c4cc(-c5ccco5)ccc4c3CCN1C(=O)[C@@H](CC(=O)NCCC1=CCCCC1)C[C@@H]2C(=O)N1CCCCC1	6.7	64
CC[C@]12c3[nH]c4ccc(Cl)cc4c3CCN1C(=O)[C@@H](CC(=O)NCCC1=CCCCC1)C[C@@H]2C(=O)N1CCN(C(=O)C2CC2)CC1	4.5	57
Cc1ccc(S(=O)(=O)N2CCN(S(=O)(=O)c3ccccc3Br)C2=O)cc1	2.6	61
CN(C)CCCNC(=O)C[C@H]1C[C@H](C(=O)N2CCOCC2)[C@@]2(C)c3[nH]c4cc(CCC(=O)N(C)C)ccc4c3CCN2C1=O	1.9	60
Nc1c(N(Cc2ccco2)C(=O)c2ccccc2F)c(=O)[nH]c(=O)n1Cc1ccccc1	-1.1	52
CN(CC(=O)Nc1ccc(F)cc1)C(=O)c1ccccc1Sc1ccccc1C#N	0.4	70
O=C(COc1ccc(Cl)cc1Br)NC(=O)NC1CCCC1	8.5	67
CC(OC(=O)c1cc(=O)c2cc(Cl)ccc2o1)C(=O)N1CCCC1 (stereo not drawn)	-1.2	80
Cc1c(NS(=O)(=O)c2cc(C(=O)NCCc3ccc(F)cc3)cc(Cl)c2Cl)c(=O)n(-c2ccccc2)n1C	-0.5	54

A run of entries from the list above, as a working copy:
SMILES	NTR1 agonist	NTR1 agonist cell count 20 µM
Cc1ccc(S(=O)(=O)N2CCOCC2)cc1C(=O)OCC(=O)NC1CCCCC1	-1.2	70
CCC(CC)NC(=O)CN1CCN(S(=O)(=O)c2cccs2)CC1	-0.1	76
CC(C)(C)NC(=O)C[C@H]1C[C@H](C(=O)N2CCCCC2)[C@@]2(C)c3[nH]c4cc(-c5ccco5)ccc4c3CCN2C1=O	1.3	60
COc1ccc(CC(=O)OCC(=O)Nc2ccc(F)cc2)cc1	-0.1	68
CC(c1ccccc1)N1C(=O)OC(C)(C)C1(C)O (stereo not drawn)	-0.2	50
CCOc1ccc(C(=O)CCC(=O)Nc2ccc(C)c(S(=O)(=O)N3CCCCC3)c2)cc1	1.2	53
CC1(NC(=O)c2cccc(S(=O)(=O)N3CCCc4ccccc43)c2)CCS(=O)(=O)C1 (stereo not drawn)	-1.2	64

Back to the main list; the three compounds before the break are reprinted first.
SMILES	NTR1 agonist	NTR1 agonist cell count 20 µM
O=C(COc1ccc(Cl)cc1Br)NC(=O)NC1CCCC1	8.5	67
CC(OC(=O)c1cc(=O)c2cc(Cl)ccc2o1)C(=O)N1CCCC1 (stereo not drawn)	-1.2	80
Cc1c(NS(=O)(=O)c2cc(C(=O)NCCc3ccc(F)cc3)cc(Cl)c2Cl)c(=O)n(-c2ccccc2)n1C	-0.5	54
O=C(CN1C(=O)NC2(CCCCC2)C1=O)Nc1cc(C(F)(F)F)ccc1N1CCOCC1	1.6	47
O=C(NNC(=O)c1cc2ccccc2o1)c1ccc(F)cc1	0.4	56
Cc1ccc(C(=O)C(C)OC(=O)C2CCN(c3ccc(C(F)(F)F)cn3)CC2)cc1 (stereo not drawn)	3.7	51
NC(=O)c1ccsc1NC(=O)COC(=O)CCCOc1ccccc1	0.7	51
CC(Sc1nnc(-c2ccco2)n1C)C(=O)Nc1ccc(N2CCOCC2)cc1 (stereo not drawn)	0.7	59
COc1ccc(C(=O)N2CCN(c3cccc(C)c3C)CC2)cc1S(=O)(=O)NC1CC1	1.1	57
Cn1c(=O)c2c(ncn2CC(=O)OCC(=O)NCCc2ccccc2)n(C)c1=O	-0.3	48
Cc1ccc(S(=O)(=O)N2CCCN(C(=O)CNC(=O)c3ccccc3)CC2)cc1	0.3	51
O=C(O)c1cc(S(=O)(=O)Nc2cccc(S(=O)(=O)N3CCCC3)c2)ccc1Cl	-0.9	47
CSCCC(NC(=O)c1ccccc1)C(=O)N1CCN(Cc2ccc(Cl)cc2)CC1 (stereo not drawn)	1.5	53
O=c1cc(-c2ccc(O)c(O)c2)oc2ccc3ccccc3c12	10	48
COc1ccccc1C(=O)NCCC(=O)N1CCN(S(=O)(=O)c2cccc(Cl)c2)CC1	-4.3	84
CCOc1cc(C(=O)OCC(=O)Nc2ccc(F)cc2Cl)ccc1OCC(=O)N1CCOCC1	-0.7	69
CCOC(=O)C1=CN(Cc2cccc(F)c2)S(=O)(=O)N(C)C1c1ccc(C(F)(F)F)cc1 (stereo not drawn)	2.6	59
Cc1ccc(C(C)C)cc1OCC(=O)Nc1ccc(-n2cnnn2)cc1	2.1	56
O=C1C2CCCN2C(=S)N1c1cc(Cl)ccc1Cl (stereo not drawn)	-0.5	69
COc1ccc2oc(C(=O)Nc3cccc(S(=O)(=O)N4CCOCC4)c3)c(C)c2c1	1.4	44
CCN1CCN(S(=O)(=O)c2ccc(Cl)c(C(=O)N(CC)Cc3ccccc3)c2)CC1	0.9	59
Cc1ccc(S(=O)(=O)N2CCCN(S(=O)(=O)c3ccccc3Br)CC2)cc1	4.0	60
COc1ccc(CNC(=O)C[C@H]2C[C@H](C(=O)N3CCCCC3)[C@@]3(CCc4ccccc4)c4[nH]c5ccc(Cl)cc5c4CCN3C2=O)cc1OC	9.3	67
CCOC(=O)C1=C(COC(=O)/C=C/c2ccc(OC)cc2)NC(=O)NC1C (stereo not drawn)	0.3	44
Cc1noc(NS(=O)(=O)c2ccc(NC(=O)c3cc(F)c(F)c(F)c3F)cc2)c1C	1.5	44
Cn1c2ccccc2c2c(=O)oc3ccccc3c21	3.6	63

An excerpt (hit frequency here may not be typical).
